MITF inh = blocks human microphthalmia-associated transcription factor; O75030; AlphaScreen MITF homodimerization, bead proximity signal; inhibition, % at 2.6 µM; actives 0.91% (n = 650,000); in the data active means inhibition above about 50%;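 further: 0% = vehicle wells with protein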
Target sequence (O75030 whole entry, looked up): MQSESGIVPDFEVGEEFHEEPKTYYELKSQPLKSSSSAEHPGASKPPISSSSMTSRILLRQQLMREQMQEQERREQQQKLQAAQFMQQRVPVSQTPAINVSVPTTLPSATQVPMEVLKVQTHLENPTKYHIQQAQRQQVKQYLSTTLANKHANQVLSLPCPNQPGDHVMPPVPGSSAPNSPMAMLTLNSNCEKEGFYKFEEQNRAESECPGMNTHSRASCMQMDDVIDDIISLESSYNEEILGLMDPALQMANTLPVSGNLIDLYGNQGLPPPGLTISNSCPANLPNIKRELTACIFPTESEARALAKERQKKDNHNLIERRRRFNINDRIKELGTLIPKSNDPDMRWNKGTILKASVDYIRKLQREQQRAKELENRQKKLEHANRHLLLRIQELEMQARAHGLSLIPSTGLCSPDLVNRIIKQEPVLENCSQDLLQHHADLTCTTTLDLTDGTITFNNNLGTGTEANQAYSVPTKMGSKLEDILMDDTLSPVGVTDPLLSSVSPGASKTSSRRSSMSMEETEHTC
GPR151 activ = activators of human GPR151 | PathHunter beta-arrestin GPR151 cells, luminescence | activation, % at 11.2 µM | actives 1% (n = 650,000) | AID 1508602; in the data active means activation above about 4.9%;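 further: 0% = median of compound wells and 100% = cells with positive control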
Target sequence (Q8TDV0 whole entry, looked up): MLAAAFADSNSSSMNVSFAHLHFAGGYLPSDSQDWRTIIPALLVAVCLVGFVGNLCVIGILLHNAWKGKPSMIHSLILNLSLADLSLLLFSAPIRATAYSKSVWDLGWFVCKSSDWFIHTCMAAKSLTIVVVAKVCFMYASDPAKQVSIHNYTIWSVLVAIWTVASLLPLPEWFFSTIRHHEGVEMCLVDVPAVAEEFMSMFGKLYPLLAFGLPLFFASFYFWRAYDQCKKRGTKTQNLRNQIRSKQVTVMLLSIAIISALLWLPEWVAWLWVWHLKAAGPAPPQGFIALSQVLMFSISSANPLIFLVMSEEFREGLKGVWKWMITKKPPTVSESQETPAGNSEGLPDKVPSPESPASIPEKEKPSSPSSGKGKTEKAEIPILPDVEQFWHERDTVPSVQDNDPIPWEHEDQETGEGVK
FBW7 activator = human FBW7 E3 ligase activation, primary screen; Q969H0; AlphaScreen FBW7–phospho-cyclin E peptide binding, activator screen; normalized activity (activation), % at 26.1 µM; actives 0.13% (n = 650,000); AID 1259310; in the data active means normalized activity above about 1.9%;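 further: purified mutant Fbw7 with reduced substrate affinity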
TEAD-YAP block = TEAD-YAP interaction inhibition. HEK-TIYL cells, TEAD-Gal4/YAP UAS-luciferase luminescence. inhibition, % at 9.12 µM. actives 1.4% (n = 640,000); in the data active means inhibition above about 32%;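 further: 0% = median of test compound wells and 100% = reference inhibitor wells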
* hit, by the source's call.

(1) Nc1nonc1-n1nnc(C(=O)N/N=C/c2ccccc2[N+](=O)[O-])c1CN1CCCCC1
(2) O=C(Nc1ccc(-c2nnc3n2CCCCC3)cc1)c1ccc(N2CCCC2=O)cc1
(3) Cc1c(C(=O)N2CC(C)CC(C)C2)sc2ncnc(N3CCc4ccccc4C3)c12 (centres undefined)
(4) COc1ccc(C2N(C(=O)c3ccccc3)CCN2S(=O)(=O)c2ccccc2)cc1 (centres undefined)
(5) COCC(=O)Nc1cc(OC)cc(OC)c1
Screen / compound no.,1,2,3,4,5
MITF inh,0,5,1,-6,-5
GPR151 activ,0.1,-1.5,2.0,0.3,0.5
FBW7 activator,-0.3,0.0,0.1,-0.1,0.2
TEAD-YAP block,-3,-1,0,1,-15

(6) O=C(/C=C/c1ccccc1)N1CCN(c2nc(-c3ccc(F)cc3)cs2)CC1
(7) C=CCN1CCN(c2c(Cl)cccc2Nc2ccc(C#N)cn2)CC1
(8) CC(=O)c1cccc(NC(=O)CCc2c(C)nc3c(c(C)nn3C(C)(C)C)c2C)c1
(9) NC(=O)c1cnn(-c2cccc(Cl)c2)c1N
(10) Cc1ccc2nsnc2c1S(=O)(=O)N1CCN(C)CC1
Screen / compound no.,6,7,8,9,10
MITF inh,3,3,2,1,-13
GPR151 activ,-2.3,-0.2,-0.1,-0.1,-0.2
FBW7 activator,-0.1,0.1,0.2,0.1,0.1
TEAD-YAP block,0,-8,0,5,-8

(11) Cc1ccc2c(C)nc(N3CCCC(NC(C)C)CC3)nc2c1 (centres undefined)
(12) O=C(COc1ccccc1[N+](=O)[O-])Nc1ccc(-c2nc3ncccc3o2)cc1
(13) CCOC(=O)C1(CC2CC2)CCN(C(=O)C2CCCO2)CC1 (centres undefined)
(14) CCOC(=O)c1c(NC(=O)C(C)Sc2nnc(CNC(=O)c3ccco3)n2-c2cccc(C(F)(F)F)c2)sc2c1CCCC2 (centres undefined)
(15) CC1(C)CC(=O)/C(=C(/O)Cc2ccccc2)C(=NCCCCCC(=O)O)C1
Screen / compound no.,11,12,13,14,15
MITF inh,1,12,6,-9,7
GPR151 activ,-0.5,0.5,-1.5,0.1,1.3
FBW7 activator,-0.1,0.1,0.0,0.0,-0.1
TEAD-YAP block,-15,0,-30,-1,3

(16) CCOC(=O)C1=C(C)N=c2s/c(=C/c3ccc(N(C)C)cc3)c(=O)n2C1c1ccc(C)cc1 (centres undefined)
(17) CS(=O)(=O)N(CC(=O)Nc1ccccc1F)c1cc(C(F)(F)F)ccc1Cl
(18) CCSc1ncc(Cl)c(C(=O)Nc2ccc(C(=O)OC)cc2)n1
(19) Cc1ccccc1-c1nc(-c2ccc(NC(=O)Cn3cc([N+](=O)[O-])cn3)cc2)no1
(20) CCCCOC(=O)c1ccc(NC(=O)c2ccco2)cc1
Screen / compound no.,16,17,18,19,20
MITF inh,8,0,4,10,-1
GPR151 activ,1.2,2.7,1.5,1.3,-1.4
FBW7 activator,0.0,0.1,0.2,0.2,0.0
TEAD-YAP block,-6,-5,7,1,-33

(21) c1ccc(-c2ccccc2OCCCN2CCNCC2)cc1
(22) NC(=O)c1ccc(NC(=O)CN2CCN(C3c4ccccc4-c4ccccc43)CC2)cc1
(23) S=C(c1ccc(-c2ccccc2)o1)N1CCOCC1
(24) O=C(c1cc(Cl)ccc1Nc1ccccc1)N1CCN(c2ccccc2)CC1
(25) C/C(=N/Nc1nc(N2CCOCC2)nc(N2CCOCC2)n1)c1ccc(Cl)cc1
Screen / compound no.,21,22,23,24,25
MITF inh,64*,13,6,11,6
GPR151 activ,-0.7,-1.1,-0.4,0.9,3.0
FBW7 activator,-0.2,0.3,-0.9,0.1,-0.2
TEAD-YAP block,-2,0,-37,3,-10

(26) CCn1c2ccccc2c2nnc(SCC(=O)Nc3cccc(C)c3)nc21
(27) COc1ccc2nc(NC(=O)CN3C(=O)CCC3=O)sc2c1
(28) Cc1cc2c(cc1C)C(=O)C(N1CCOCC1)=C(c1ccccc1)C2=O
(29) Cc1nc(N2CCCCC2)c2c(C)c(C(=O)N3CCC4(CC3)OCCO4)sc2n1
(30) CCOC(=O)c1sc2nc(C)nc(Nc3ccc([N+](=O)[O-])cc3)c2c1C
Screen / compound no.,26,27,28,29,30
MITF inh,-1,15,20,-1,8
GPR151 activ,1.9,-1.0,1.5,0.2,-0.4
FBW7 activator,0.1,0.0,-0.3,-0.1,0.0
TEAD-YAP block,15,4,-2,0,4

A second format for four compounds above.
Sequence of screens – MITF inh | GPR151 activ | FBW7 activator | TEAD-YAP block
(23) S=C(c1ccc(-c2ccccc2)o1)N1CCOCC1
 : 6 | -0.4 | -0.9 | -37
(24) O=C(c1cc(Cl)ccc1Nc1ccccc1)N1CCN(c2ccccc2)CC1
 : 11 | 0.9 | 0.1 | 3
(25) C/C(=N/Nc1nc(N2CCOCC2)nc(N2CCOCC2)n1)c1ccc(Cl)cc1
 : 6 | 3.0 | -0.2 | -10
(26) CCn1c2ccccc2c2nnc(SCC(=O)Nc3cccc(C)c3)nc21
 : -1 | 1.9 | 0.1 | 15

The list goes on:
(31) Cc1ccc(-c2csc(=Nc3ccc(F)cc3)n2CCc2ccc(S(N)(=O)=O)cc2)cc1C
(32) COc1ccc(N(C2C=CS(=O)(=O)C2)S(=O)(=O)c2ccccc2)cc1 (centres undefined)
(33) CCCCN(C)C(=O)Cc1c(C(=O)O)n(C)c2ccccc12
(34) COc1ccc(CCN(Cc2ccccn2)C(=S)Nc2ccc(C)c(C)c2)cc1OC
(35) Cc1cc(NC(=O)CNCC2CCCCC2)no1
Screen / compound no.,31,32,33,34,35
MITF inh,17,13,14,-7,10
GPR151 activ,0.6,-0.1,1.9,-0.9,-0.1
FBW7 activator,-0.1,0.2,0.1,-0.4,-0.2
TEAD-YAP block,7,-3,-4,3,-4

(36) COc1ccc2oc(=O)c(-c3nnc(Nc4cc(C)cc(C)c4)s3)cc2c1
(37) CCc1c(C)c(C#N)c2nc3ccccc3n2c1N1CCC(C)CC1
(38) CC(=O)c1cnc(NCc2ccco2)c2ccccc12
(39) CCS(=O)(=O)NCCc1cc2ccc(C)c(C)c2[nH]c1=O
(40) CCOC(=O)N1CCC(n2c(SCC(=O)Nc3ccc(OC)cc3OC)nc3ccccc3c2=O)CC1
Screen / compound no.,36,37,38,39,40
MITF inh,-9,2,23,11,-9
GPR151 activ,2.4,0.5,-0.1,0.0,-1.0
FBW7 activator,-0.2,0.0,0.7,0.6,0.0
TEAD-YAP block,1,-2,-2,-35,12

(41) COc1cccc(CNC(=O)Cn2c(=O)oc3ccccc32)c1OC
(42) Cc1c(Cl)c([N+](=O)[O-])nn1Cc1cccc(C(=O)O)c1
(43) C=CCNC(=O)COc1ccc2ccccc2c1
(44) COc1ccc(CNC(=O)CCS(=O)(=O)c2cccc3nsnc23)cc1
(45) Cc1ccc(-n2ncc3c(Nc4cc(C)ccc4C)ncnc32)c(C)c1
Screen / compound no.,41,42,43,44,45
MITF inh,-14,3,-10,16,2
GPR151 activ,-0.7,0.2,-0.1,-1.1,-0.6
FBW7 activator,0.2,0.4,-0.1,0.7,0.1
TEAD-YAP block,-1,2,-51,-4,2

(46) CCOC(=O)C1=C(N)OC2=C(C(=O)CC(c3ccccc3)C2)C1c1cccc(Cl)c1 (centres undefined)
(47) Cc1cccc(C)c1OCC(=O)Nc1ccc(N2CCCCC2)cc1
(48) CCc1ccccc1N1C(=O)CC(SCC(=O)Nc2ccc(Cl)cc2)C1=O (centres undefined)
(49) CN(Cc1n[nH]c2c1CCCCC2)Cc1c(C(=O)N2CCCC2)nc2sccn12
(50) O=C(C1Sc2nnc(-c3ccccc3)n2NC1c1ccccc1)N1CCCCC1 (centres undefined)
Screen / compound no.,46,47,48,49,50
MITF inh,3,7,6,9,-3
GPR151 activ,1.1,-0.7,3.3,-0.7,-1.0
FBW7 activator,0.1,-0.4,-0.1,0.3,0.0
TEAD-YAP block,0,-13,7,3,-8

(51) CCc1ccc(-c2cc3c(=O)n(CC(=O)NCc4ccccc4OC)nc(C)n3n2)cc1
(52) COc1cccc(-c2cnnc(NCc3cc(C(C)(C)C)n[nH]3)n2)c1
(53) Cc1cc(C)cc(-n2nnc(C(=O)Nc3ccc(F)cc3)c2N)c1
(54) CCSc1nc2sc3c(c2c(=O)n1C1CCCCC1)CCc1ccccc1-3
(55) COc1ccc(-c2cnn3ccc(Nc4ccccc4)nc23)cc1
Screen / compound no.,51,52,53,54,55
MITF inh,6,7,8,-1,-6
GPR151 activ,2.0,4.9,-1.5,1.4,-0.6
FBW7 activator,0.0,0.0,0.2,-0.1,-0.3
TEAD-YAP block,-1,-14,-26,0,11

Quoted at random: 3 compounds from above.
(53) Cc1cc(C)cc(-n2nnc(C(=O)Nc3ccc(F)cc3)c2N)c1
(54) CCSc1nc2sc3c(c2c(=O)n1C1CCCCC1)CCc1ccccc1-3
(52) COc1cccc(-c2cnnc(NCc3cc(C(C)(C)C)n[nH]3)n2)c1
Screen / compound no.,53,54,52
MITF inh,8,-1,7
GPR151 activ,-1.5,1.4,4.9
FBW7 activator,0.2,-0.1,0.0
TEAD-YAP block,-26,0,-14

The main list resumes; the 4 compounds before the break are reprinted first.
(52) COc1cccc(-c2cnnc(NCc3cc(C(C)(C)C)n[nH]3)n2)c1
(53) Cc1cc(C)cc(-n2nnc(C(=O)Nc3ccc(F)cc3)c2N)c1
(54) CCSc1nc2sc3c(c2c(=O)n1C1CCCCC1)CCc1ccccc1-3
(55) COc1ccc(-c2cnn3ccc(Nc4ccccc4)nc23)cc1
(56) NS(=O)(=O)c1ccc(NC(=S)Nc2ccc(OC(F)F)c(Cl)c2)cc1
(57) Cc1ncc(CN2CCN(CCc3ccccc3)C(CCO)C2)s1 (centres undefined)
(58) CSc1cc(C)c2c(c1)COC1(CCN(C(=O)NCCc3cccs3)CC1)O2
(59) CCOC(=O)c1cnc2ccccc2c1Nc1ccccc1CC
(60) CC(C)CCN1CCc2nnc(CCNC(=O)C3CCC3)n2CC1
Screen / compound no.,52,53,54,55,56,57,58,59,60
MITF inh,7,8,-1,-6,2,12,-6,-6,-14
GPR151 activ,4.9,-1.5,1.4,-0.6,-1.2,-2.8,2.5,0.0,2.1
FBW7 activator,0.0,0.2,-0.1,-0.3,-0.2,0.0,0.0,-0.1,0.0
TEAD-YAP block,-14,-26,0,11,-3,-1,5,-9,-3

(61) CCOC(=O)COc1ccc2ccccc2c1/C=N/NC(=O)COc1ccccc1OC
(62) Cc1ccc(N(C(=O)c2ccccc2Cl)c2nc(C(F)(F)F)c(-c3ccc(Cl)cc3)s2)cc1
(63) COc1ccc(-c2nc(C3CCN(C(C)=O)CC3)n3ccc(OC)cc23)cc1
(64) CC(=O)NC(c1ccccc1)c1c(O)ccc2ccc(O)cc12 (centres undefined)
(65) CN(CCc1ccccn1)C(=O)c1n[nH]c(=O)c2ccccc12
Screen / compound no.,61,62,63,64,65
MITF inh,1,-5,28,4,13
GPR151 activ,3.1,-0.8,1.3,-1.4,1.5
FBW7 activator,-0.1,0.1,-1.1,0.1,0.1
TEAD-YAP block,8,13,-61,7,10

(66) COc1ccccc1-c1c(C)nn2c(N3CCC(N4CCCCC4)CC3)cc(C)nc12
(67) CC(=O)N1CCc2cc(Br)cc(S(=O)(=O)NCCCN3CCC(C)CC3)c21
(68) Cc1cccc(C(=O)Nc2nc(C)c(C(=O)N3CCCCC3)s2)c1
(69) NC(=O)COc1ccc(/C=C2\SC(=Nc3ccccc3)N(c3ccccc3)C2=O)cc1
(70) COCCNC(=O)/C(C#N)=C/c1c(Oc2cccc(C)c2C)nc2ccccn2c1=O
(71) COc1ccc(CCNC(=O)C2CC(C)=C(C)CC2C(=O)O)cc1OC (centres undefined)
(72) O=c1[nH]c(C2CC2)nc2c1nnn2Cc1ccccc1Cl
Screen / compound no.,66,67,68,69,70,71,72
MITF inh,-5,0,15,-17,18,-3,6
GPR151 activ,0.5,-0.1,-2.6,1.2,-1.2,1.1,0.9
FBW7 activator,0.1,-0.1,-0.1,0.0,0.2,-0.2,-0.1
TEAD-YAP block,1,4,-58,-5,15,3,8

This is a random part of the collection; overall some 3.4% were active at least once.
